# Source: PubChem BioAssay
# STEP inh: blocks human striatal-enriched tyrosine phosphatase | actives 0.25% (n = 360,000) | inhibition, % at 20 µM | recombinant STEP, OMFP fluorogenic substrate, fluorescence;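 active means inhibition at 20 µM, scaled per plate between control wells, above about 37%, limit read from the data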;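 further: 0% = DMSO with enzyme and substrate and 100% = substrate only without enzyme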
#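 Material: STEP (striatal-enriched tyrosine phosphatase) enzyme, cell-free; Compound dosing: 20 µM single dose in 1% DMSO; Technique: fluorescence read at 480 nm ex / 540 nm em; Times: reaction 20 min, ambient temperature; Medium: 50 mM Bis-Tris pH 6.0 with 2.5 mM DTT and 0.005% Tween 20; Also added: OMFP at 25 µM.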
# NRP1-CendR mod: NRP-1/CendR interaction modulation. O14786. FAM-RPARPAR peptide binding to NRP-1, fluorescence polarization. inhibition, % at 25 µM. actives 0.85% (n = 360,000). AID 602438;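 active means inhibition or corrected inhibition above about 18%, plus a signal ratio from 0.5 to 1.5, limit read from the data, passing the limit was not always enough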; further: strong numbers were not always called active
# TbMetRS inhib: Trypanosoma brucei MetRS inhibition; purified T. brucei MetRS, ATP depletion, Kinase-Glo luminescence; inhibition, % at 11.9 µM; actives 0.4% (n = 360,000);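 active means inhibition above a per-plate cutoff of the control wells' mean inhibition plus 3 SD, cut at about 5.5% in these data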;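 further: 0% = DMSO wells median and 100% = median of wells with control inhibitor compound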
#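 technique = Kinase-Glo luminescence, ATP depletion format | system = purified MetRS (methionyl-tRNA synthetase) enzyme from Trypanosoma brucei | timing = 15 min preincubation, 2 h reaction, all 25 °C | evaluation = percent inhibition versus plate control medians | dosing = single dose, 11.9 µM final nominal, 0.9% final DMSO | also added = substrates ATP, L-methionine and bulk Escherichia coli tRNA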
# eLon inh: inhibits E. coli Lon protease; inhibition, % at 7.94 µM; actives 0.42% (n = 360,000); purified E. coli Lon protease, fluorescence polarization; P0A9M0; in the data active means inhibition above about 13%, passing the limit was not always enough;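 further: 0% = enzyme with probe and DMSO and 100% = no enzyme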
# MsrA inhibitor: inhibits bovine methionine sulfoxide reductase A; actives 0.75% (n = 360,000); inhibition, % at 15.5 µM; purified bovine MsrA, absorbance read-out; in the data active means inhibition above about 4.5%;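 further: 0% = vehicle wells with enzyme and 100% = reference inhibitor wells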
# LMPTP inh: blocks human LMPTP phosphatase; recombinant LMPTP-A, OMFP fluorogenic substrate, fluorescence intensity; AID 651560; inhibition, % at 20 µM; actives 0.22% (n = 360,000); P24666;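 active means compounds that cut the enzyme signal by at least half of the control window in the single-dose screen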;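 further: plate controls were DMSO wells with enzyme plus substrate for no effect and substrate without enzyme for full effect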
#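 Assay system: LMPTP-A phosphatase enzyme | Input: 0.625 nM enzyme | Also added: Fluorogenic phosphatase substrate OMFP at 400 µM final | Compound dosing: One test concentration per compound, 20 µM, with 3% DMSO overall | Schedule: 50 min enzyme reaction at room temperature, protected from light | Signal: Fluorescence intensity | Benchmarks: no-enzyme and uninhibited controls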
# SUMO1-SIM PPI: modulators of human SUMO1-mediated protein-protein interactions; actives 0.33% (n = 360,000); AID 602429; inhibition, % at 20 µM; P63165; SUMO1 binding to a labelled peptide, TR-FRET, 1 h; in the data active means inhibition above about 37%
# DNMT1 block: DNMT1 (human) enzyme inhibition | P26358 | DNMT1 molecular beacon, Hinp1I cleavage, fluorescence | inhibition (reported as % activation of signal), % at 10 µM | actives 0.83% (n = 360,000); in the data active means inhibition above about 50%
# Target sequence (P26358 504-1616 limits assumed): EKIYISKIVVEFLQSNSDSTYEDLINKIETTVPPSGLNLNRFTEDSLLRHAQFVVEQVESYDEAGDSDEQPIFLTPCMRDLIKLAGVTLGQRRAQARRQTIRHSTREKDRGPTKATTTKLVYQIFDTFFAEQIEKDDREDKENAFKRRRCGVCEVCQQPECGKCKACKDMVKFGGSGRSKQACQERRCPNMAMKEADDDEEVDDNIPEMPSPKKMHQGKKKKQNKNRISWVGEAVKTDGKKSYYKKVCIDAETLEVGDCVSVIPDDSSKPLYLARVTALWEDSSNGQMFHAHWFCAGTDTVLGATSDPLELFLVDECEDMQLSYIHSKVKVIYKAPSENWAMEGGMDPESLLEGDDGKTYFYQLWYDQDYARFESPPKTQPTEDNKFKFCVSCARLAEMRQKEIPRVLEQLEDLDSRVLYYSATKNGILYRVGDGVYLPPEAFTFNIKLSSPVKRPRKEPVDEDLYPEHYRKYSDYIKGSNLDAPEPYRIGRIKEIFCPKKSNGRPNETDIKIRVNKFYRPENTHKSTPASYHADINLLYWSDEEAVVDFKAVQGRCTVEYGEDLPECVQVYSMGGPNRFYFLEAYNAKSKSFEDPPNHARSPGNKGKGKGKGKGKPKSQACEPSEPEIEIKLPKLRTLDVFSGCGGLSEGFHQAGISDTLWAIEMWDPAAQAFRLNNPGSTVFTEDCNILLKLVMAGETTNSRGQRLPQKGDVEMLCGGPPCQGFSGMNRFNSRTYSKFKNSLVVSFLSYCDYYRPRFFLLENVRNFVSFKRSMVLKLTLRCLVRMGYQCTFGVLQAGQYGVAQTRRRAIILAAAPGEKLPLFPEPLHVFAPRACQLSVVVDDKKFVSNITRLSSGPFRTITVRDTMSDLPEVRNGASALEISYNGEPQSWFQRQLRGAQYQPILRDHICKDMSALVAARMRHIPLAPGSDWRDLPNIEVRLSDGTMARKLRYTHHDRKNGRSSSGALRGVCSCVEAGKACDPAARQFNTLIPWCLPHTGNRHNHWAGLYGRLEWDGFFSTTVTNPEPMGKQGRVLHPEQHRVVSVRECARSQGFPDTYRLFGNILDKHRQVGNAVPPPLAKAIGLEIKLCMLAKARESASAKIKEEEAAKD
# Scp1 inh: inhibitors of human Scp-1 phosphatase; Q9GZU7; Recombinant Scp1, phosphopeptide, malachite green phosphate absorbance; inhibition, % at 20 µM; actives 0.88% (n = 340,000); AID 493091;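 active means inhibition above about 50% at 20 µM, limit read from the data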;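 further: plate controls were DMSO wells with enzyme for no effect and wells lacking enzyme for full effect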
#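 Test system: SCP-1 phosphatase catalytic domain, residues 76-261; measured by: colorimetric phosphate reagent with accelerator and stabiliser, absorbance at 630 nm; timing: enzyme reaction 45 min at room temperature, colour 5 min, stabilisation 30 min; also added: Phosphorylated 17-residue peptide substrate; compound dosing: one concentration, 20 µM, with 1.0% DMSO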
# bovine MsrA act: activates bovine MsrA enzyme; purified bovine MsrA, absorbance read-out; actives 0.3% (n = 360,000); activation, % at 10.6 µM; in the data active means activation above about 7.5%;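 further: 0% = vehicle and 100% = reference activator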
# Numbers without * were called inactive; . = no result given.
No.	mol	STEP inh	NRP1-CendR mod	TbMetRS inhib	eLon inh	MsrA inhibitor	LMPTP inh	SUMO1-SIM PPI	DNMT1 block	Scp1 inh	bovine MsrA act
1	COc1ccc(/C=N/S(=O)(=O)c2ccc(C)cc2)cc1	-3	-2	-0.4	-2	-0.5	-2.2	-2	2	-13	-5
2	O=C(C1=C(O)C(=O)N(Cc2ccccc2)C1c1cccnc1)c1ccco1 (centres undefined)	1	8	-0.3	-4	-0.2	0.3	-1	0	6	-2
3	O=c1c2c(nc3nc[nH]n13)CCC2	0	-22	0.6	0	-0.3	0.0	0	0	-2	0
4	O=C(NCc1cccnc1)Nc1cccc(Cl)c1	-1	-1	1.7	6	3.2	-2.2	-1	2	-5	-2
5	C=CCOc1cccc(CNc2cccc(C(=O)O)c2)c1	2	9	-1.1	-5	0.7	-2.9	4	1	-6	-5
6	CCC1Oc2ccc(C)cc2N(CC(=O)NCCCN2CCOCC2)C1=O (centres undefined)	-2	-2	0.2	-4	0.2	-0.8	4	2	0	-3
7	CC(C)=C1C2CCC1C1C(=O)N(c3nc(-c4ccccc4)c(C)s3)C(=O)C21 (centres undefined)	2	1	0.0	-3	-1.4	2.2	-6	-2	-11	1
8	CN=CC1=C(O)c2ccccc2C1=O	-3	8	-0.1	-1	3.5	-0.2	-12	4	-7	-3
9	CC1N(O)C(c2ccc(Cl)cc2Cl)N(O)C1(C)C (centres undefined)	8	15	-0.5	-3	-0.3	-0.1	0	2	-3	0
10	NC(=O)C1CCN(C(=O)C2CC(=O)N(c3ccc4c(c3)OCCO4)C2)CC1 (centres undefined)	4	-5	0.0	1	0.0	-0.2	6	4	-3	-3
11	COc1ccc(-c2nn(-c3ccccc3C)cc2CNC(C)Cn2cncn2)cc1F (centres undefined)	-3	-5	0.6	0	0.1	0.5	8	1	-12	-2
12	COC(=O)c1c(NC(=O)CSc2nnc(-c3ccco3)n2C)sc(C)c1C	0	6	-0.6	-1	-0.2	-0.9	3	10	-1	0
13	COc1ccc(C)cc1NC(=O)CN1C(=O)C(=O)N(C2CCCC2)C1=O	0	2	-0.5	0	0.0	-1.8	0	-1	-2	-4
14	C=C(C)CN1C(=O)C2(OCCO2)c2ccccc21	-3	0	0.1	8	-0.8	0.0	7	1	-5	0
15	CCCCNC(=S)N1CCn2cccc2C1c1ccccc1 (centres undefined)	-3	27*	1.4	3	-0.1	1.0	1	-4	-1	-2
16	Cc1cc(NC(=O)CSc2nnc(C3COc4ccccc4O3)o2)no1 (centres undefined)	-4	-4	0.1	-3	1.0	-1.5	2	0	3	-3
17	CCN(CC(=O)N1CCN(Cc2ccccc2)CC1)S(=O)(=O)c1ccc(F)cc1	-2	-2	-0.2	-5	0.5	-0.5	-1	0	-9	-3
18	COc1ccc(S(=O)(=O)N2CCCCC2)cc1NC(=O)Cc1ccsc1	1	7	-0.1	5	-0.3	-0.6	3	2	-13	-2
19	CC1CCCN(C(=O)c2ccncc2)C1 (centres undefined)	3	-2	-0.1	-11	0.1	-2.2	-3	1	-10	-3
20	Cc1nonc1C(=O)N/N=C/c1ccc(O)cc1O	-2	-11	0.9	2	5.1*	0.3	-1	2	-9	-3
21	Cc1cc(-c2csc(Nc3ccccn3)n2)ccc1F	2	-4	-1.2	1	-2.0	4.0	9	-3	-1	5
22	Cn1nc(C(=O)NCc2ccc(F)cc2)c2c1-c1ccccc1S(=O)(=O)C2	0	3	-0.2	-6	-0.5	-0.8	2	3	2	-5
23	CN1C(=O)/C(=C/c2ccc(C(=O)Nc3ccc(O)cc3C(=O)O)cc2)SC1=S	98*	-88	0.8	1	1.2	19	33	-5	47	-3
24	COc1ccc(/C(O)=C2/C(=O)C(=O)N(CCCC(=O)O)C2c2ccc(OC)cc2)cc1 (centres undefined)	4	17	0.7	6	2.7	-2.2	6	-2	-5	-5
25	CCC(=O)NC(C)C(c1cccs1)N1CCN(c2ccccc2)CC1 (centres undefined)	0	3	-0.5	-5	-1.1	-2.2	-3	1	0	-1
26	COC(=O)c1ccc(CN2CCCC(CO)(Cc3ccccc3F)C2)cc1 (centres undefined)	-2	-1	-0.5	0	1.4	-0.7	2	-3	-4	3
27	Nc1nc(Nc2ccc(Cl)cc2)nc2ccccc12	4	8	4.3	-8	1.7	5.4	2	-10	0	-3
28	COC(=O)c1ccc(OC(=O)CCS(=O)(=O)c2ccc(C)cc2)cc1	0	-17	-0.4	-4	0.6	-1.7	-1	5	-4	-2
29	COc1ccc(S(=O)(=O)Nc2ccc(F)c(Cl)c2)cc1OC	3	0	-0.5	2	0.0	1.7	3	-2	-12	-3
30	CC(=O)Oc1c(Cl)cc(N(C(C)=O)S(=O)(=O)c2ccccc2)c2ccccc12	-1	-6	0.5	-5	-0.2	0.5	-4	-6	-8	-3
31	O=S(=O)(Nc1cccc(CCc2ccccn2)c1)c1ccc(Cl)cc1	2	9	-0.4	-2	0.1	1.5	5	-4	1	-2
32	CN(C)C(=O)CSc1nnc(CCCCCNC(=O)OC(C)(C)C)o1	-1	-8	-2.0	-15	0.8	-1.4	-2	5	-6	-7
33	CSc1nsc(SC)c1C(=O)Nc1ccc(C(C)(C)C)cc1	2	-8	-0.7	1	0.0	1.2	3	-7	-20	-2
34	CC(C)(C)C1(O)CC(C(F)(F)F)=NN1C(=O)CCc1ccccc1 (centres undefined)	-2	-3	-0.1	-2	-0.1	0.2	1	2	-1	0
35	CC(C)CN(C(=O)c1cc([N+](=O)[O-])cc([N+](=O)[O-])c1)C1CCS(=O)(=O)C1 (centres undefined)	-1	4	-0.5	-1	0.1	-0.3	-39	-2	1	0
36	CCOC(=O)c1cccc(N2C(=O)C3C(C2=O)C2C=CC3C23CC3)c1 (centres undefined)	4	16	-0.1	2	0.8	-3.1	-4	0	-7	1
37	Cc1cc(C)c(C)c(OCC(=O)NCC2CCCO2)c1 (centres undefined)	-7	5	-0.5	5	1.4	-1.1	-1	2	-4	-4
38	O=C(COc1ccccc1Cl)c1ccc2c(c1)CCCC2	-7	5	-0.1	-8	-1.5	4.1	-1	-1	-4	8.3*
39	COCCN(C(=O)COC(=O)c1ccc(C=O)cc1)c1c(N)n(Cc2ccccc2)c(=O)[nH]c1=O	1	-9	0.1	7	1.7	1.5	-6	-3	-7	-1
40	CC1CCCC(C)N1C(=O)CN1C(=O)c2ccccc2S1(=O)=O (centres undefined)	-3	8	-0.4	-1	0.6	-1.4	-4	0	4	-1

# Gathered by group: the entries above containing two or more sulfur atoms (four)
No.	mol	STEP inh	NRP1-CendR mod	TbMetRS inhib	eLon inh	MsrA inhibitor	LMPTP inh	SUMO1-SIM PPI	DNMT1 block	Scp1 inh	bovine MsrA act
12	COC(=O)c1c(NC(=O)CSc2nnc(-c3ccco3)n2C)sc(C)c1C	0	6	-0.6	-1	-0.2	-0.9	3	10	-1	0
18	COc1ccc(S(=O)(=O)N2CCCCC2)cc1NC(=O)Cc1ccsc1	1	7	-0.1	5	-0.3	-0.6	3	2	-13	-2
23	CN1C(=O)/C(=C/c2ccc(C(=O)Nc3ccc(O)cc3C(=O)O)cc2)SC1=S	98*	-88	0.8	1	1.2	19	33	-5	47	-3
33	CSc1nsc(SC)c1C(=O)Nc1ccc(C(C)(C)C)cc1	2	-8	-0.7	1	0.0	1.2	3	-7	-20	-2

# The results go on:
No.	mol	STEP inh	NRP1-CendR mod	TbMetRS inhib	eLon inh	MsrA inhibitor	LMPTP inh	SUMO1-SIM PPI	DNMT1 block	Scp1 inh	bovine MsrA act
41	O=C(C(Cc1ccc(Cl)cc1)NS(=O)(=O)c1ccccc1)N1CC[C@@]2(O)CCCC[C@H]2C1 (some centres undefined)	-4	9	-0.5	-8	0.6	-1.3	-1	-2	-3	0
42	CCN1CCN(C(C(=O)NC2CCCC2)c2ccc(Cl)cc2)CC1 (centres undefined)	-2	-2	-0.1	-7	-0.3	-1.7	1	0	-7	-1
43	CCCCn1nnc(NC(=S)NC(=O)c2ccc(-c3cccc(Cl)c3Cl)o2)n1	3	-8	-0.6	1	.	2.5	9	50	-18	-3
44	COC(=O)[C@H](CCSC)NC(=O)NCCC1=CCCCC1	0	6	-0.4	2	0.8	-2.0	6	2	-4	-3
45	O=C(CSc1ccc2nnc(-c3ccncc3)n2n1)NCC1CCCO1 (centres undefined)	2	-3	-0.2	-1	0.6	-0.3	-5	2	-7	-1
46	Cc1c(C(=O)NC2CCCc3ccccc32)cccc1[N+](=O)[O-] (centres undefined)	-3	-2	-1.0	2	-0.2	-1.1	0	4	7	-14
47	O=C(NC(=O)c1cccc(OC(F)(F)C(F)F)c1)OC1CCS(=O)(=O)C1 (centres undefined)	-2	-8	-0.6	-14	-0.7	-1.5	-5	1	-7	-3
48	Cc1cc(OCC(=O)N(Cc2ccccc2)C2CCS(=O)(=O)C2)ccc1Cl (centres undefined)	0	10	-0.4	0	1.0	1.0	-1	-1	-14	-1
49	CC(C)n1cnnc1SCC(=O)Nc1cccc(S(=O)(=O)N(C)c2ccccc2)c1	4	4	-0.4	-9	1.3	-0.6	7	-1	2	-5
50	CCC(=O)N(Cc1cc2cc(OC)ccc2[nH]c1=O)c1cccc(C)c1	0	8	-0.2	0	1.2	-1.5	-1	0	-12	0
51	CCOc1ccc(-n2c(C)cc(C(=O)CCl)c2C)cc1	-2	-7	0.3	1	-0.8	-0.4	4	23	-5	-2
52	COc1cc(C2NCCC(=O)C2(C)C)cc(OC)c1OC (centres undefined)	4	6	-0.3	-10	-0.3	-0.7	-2	4	-6	0

# Compound profiles, as listed above:
# O=C(CSc1ccc2nnc(-c3ccncc3)n2n1)NCC1CCCO1 (centres undefined) is listed as STEP inh = 2; NRP1-CendR mod = -3; TbMetRS inhib = -0.2; eLon inh = -1; MsrA inhibitor = 0.6; LMPTP inh = -0.3; SUMO1-SIM PPI = -5; DNMT1 block = 2; Scp1 inh = -7; bovine MsrA act = -1
# O=C(C(Cc1ccc(Cl)cc1)NS(=O)(=O)c1ccccc1)N1CC[C@@]2(O)CCCC[C@H]2C1 (some centres undefined) is listed as STEP inh = -4; NRP1-CendR mod = 9; TbMetRS inhib = -0.5; eLon inh = -8; MsrA inhibitor = 0.6; LMPTP inh = -1.3; SUMO1-SIM PPI = -1; DNMT1 block = -2; Scp1 inh = -3; bovine MsrA act = 0
# CCOc1ccc(-n2c(C)cc(C(=O)CCl)c2C)cc1 is listed as STEP inh = -2; NRP1-CendR mod = -7; TbMetRS inhib = 0.3; eLon inh = 1; MsrA inhibitor = -0.8; LMPTP inh = -0.4; SUMO1-SIM PPI = 4; DNMT1 block = 23; Scp1 inh = -5; bovine MsrA act = -2
